Screens: PubChem BioAssay, Broad Institute
E-selectin induc = induces E-selectin expression in human endothelial cells. P16581. HUVEC E-selectin immunofluorescence imaging; normalized: neutral wells 0, TNF-alpha wells 100. activation, % at 7.58 µM. hit rate 0.37% among 260,000;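 active means mean E-selectin-positive cell signal at least 10% of the positive control, reached in at least 60% of replicates, without over 20% cell loss; inconclusive means no rule given, readout overlaps actives, possibly toxicity-flagged; inactive means the rest, including those meeting only one limit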;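 further: in these data hits start at about 27%; measured in HUVEC primary endothelial cells; signal is the percent of cells scored E-selectin positive by PE staining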
Target sequence (P16581 whole entry, looked up): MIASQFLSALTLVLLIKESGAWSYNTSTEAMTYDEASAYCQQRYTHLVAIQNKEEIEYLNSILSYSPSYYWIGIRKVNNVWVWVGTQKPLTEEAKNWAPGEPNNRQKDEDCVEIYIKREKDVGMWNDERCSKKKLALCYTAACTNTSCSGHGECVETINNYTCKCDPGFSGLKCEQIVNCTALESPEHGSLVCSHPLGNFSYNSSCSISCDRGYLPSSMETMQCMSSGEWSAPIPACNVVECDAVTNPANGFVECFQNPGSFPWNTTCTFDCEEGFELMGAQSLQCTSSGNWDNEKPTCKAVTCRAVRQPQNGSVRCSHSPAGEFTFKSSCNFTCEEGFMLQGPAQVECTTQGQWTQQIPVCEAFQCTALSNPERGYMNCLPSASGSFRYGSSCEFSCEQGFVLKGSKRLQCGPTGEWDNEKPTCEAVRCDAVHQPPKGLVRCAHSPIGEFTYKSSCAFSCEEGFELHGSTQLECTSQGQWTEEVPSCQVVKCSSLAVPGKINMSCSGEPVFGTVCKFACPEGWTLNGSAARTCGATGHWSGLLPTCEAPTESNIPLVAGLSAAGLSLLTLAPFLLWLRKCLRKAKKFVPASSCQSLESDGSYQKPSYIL
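Test system – human umbilical vein endothelial cells (HUVEC), E-selectin induction · Input – 3,000 HUVEC seeded per well · Buffer or medium – EGM-2, gelatin · Compound dosing – single-point compound dose · Detection – immunofluorescence imaging · Measure – percent E-selectin-positive cells · Controls – TNF-alpha high, DMSO low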
RAD52 inh = inhibitors of human RAD52 DNA annealing; P43351; recombinant RAD52 DNA annealing, FRET fluorescence; inhibition, % at 18.7 µM; hit rate 0.46% among 360,000; AID 651710;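 active means every replicate showing at least 50% inhibition; inconclusive means mean inhibition at least 50% but not in every replicate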
XiGFP reactiv = X-chromosome reactivation activator; XiGFP mouse fibroblasts, % GFP-positive cells imaging, 3 d; cells co-treated with 5-aza-dC sensitizer; scaled so ellipticine positive control = 100%; activation, % at 7.58 µM; hit rate 0.055% among 360,000;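 active means mean normalized replicate activation at least 10% and every replicate at or above 10%; inconclusive means only one of the two criteria met; inactive means mean below 10% and not all replicates reach 10%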;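 further: 0% = median of on-plate neutral control wells and 100% = ellipticine 6 µM median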
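Assay system – SV40-immortalized XiGFP fibroblast cells, line 68-5-11 · Buffer or medium – DMEM supplemented with 5-aza-dC as sensitizing agent · Dosing – one concentration, pinned · Benchmarks – positive control ellipticine, 6 µM final · Times – 3 days compound exposure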
RAD54 branch = inhibitors of human RAD54 branch migration; RAD54 Holliday junction branch migration, FAM/BHQ fluorescence; inhibition, % at 10.4 µM; hit rate 0.14% among 360,000; AID 602329;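 active means mean normalized replicate activity at least 40 and at least half of replicates scoring 40 or more; inconclusive means only one of the two criteria met; inactive means mean below 40 and under half of replicates reaching 40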;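 further: 0% = median of neutral control wells and 100% = median of positive control wells; inhibitors cause a drop in the FAM fluorescence signal; in these data hits start at about 50%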
DENV2 CPE = DENV2-induced cell death inhibition | DENV2-infected cells, cytopathic effect rescue, plate reader | AID 651640 | hit rate 1.7% among 350,000 | CPE inhibition, % at 9.99 µM; in the data active means CPE inhibition above about 20%, passing the limit was not always enough; inconclusive means no clear call, values can overlap the other calls; tested in BHK-21 cells;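 further: 0% = median of neutral control wells and 100% = median of positive control wells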
CASP6 VEID inh = inhibitors of human caspase-6; hit rate 0.53% among 350,000; inhibition, % at 12.5 µM; AID 686996; P55212; purified caspase-6, Z-VEID-R110 cleavage fluorescence;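 active means mean inhibition across replicates at least about 35%, with every replicate also reaching that limit, limit read from the data; inconclusive means only one of the two criteria met; inactive means neither criterion met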;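 further: 0% = median of neutral control wells and 100% = no fluorescence left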
Target sequence (P55212 24-179 limits assumed): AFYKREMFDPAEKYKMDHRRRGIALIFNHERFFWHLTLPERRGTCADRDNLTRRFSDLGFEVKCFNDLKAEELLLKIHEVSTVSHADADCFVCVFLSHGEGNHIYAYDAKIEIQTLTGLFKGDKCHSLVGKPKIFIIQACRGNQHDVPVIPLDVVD
Target sequence (P55212 194-293 limits assumed): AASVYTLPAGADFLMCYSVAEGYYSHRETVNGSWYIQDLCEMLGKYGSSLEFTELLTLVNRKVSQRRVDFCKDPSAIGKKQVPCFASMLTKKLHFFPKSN
F508del corr = CFTR F508del correction in bronchial cells. activity (quench increase), % at 7.58 µM. CFBE cells, YFP halide quenching; stimulated with forskolin plus potentiator P3; % fluorescence drop versus neutral controls. hit rate 0.36% among 350,000;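 active means mean added fluorescence quench of at least 8% versus neutral control, with both replicates also reaching 8%; inconclusive means only one of the mean or replicate conditions met; inactive means mean below 8% and not both replicates reaching 8%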;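 further: cells transiently co-express mutant CFTR-F508del with the halide-sensitive YFP; corrector assay measuring rescue of mutant channel to the surface after 24 h compound exposure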
INS-1E GSIS act = primary screen for activators of insulin secretion dependent on glucose, INS-1E cells, GLuc reporter luminescence. hit rate 0.61% among 370,000. INS-1E GLuc reporter insulin secretion, 2-3 h. activation, % at 16.6 µM;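 active means lowest replicate activation of at least 40%, so every replicate reaches that level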;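 further: 0% = median of neutral control wells and 100% = median of IBMX positive control wells; some compounds called inactive have numbers as strong as hits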
Starred values were filed as active, the others as inactive; u = inconclusive; x = not tested or not shown; & = joins results of further samples.

Screens in order: E-selectin induc	RAD52 inh	XiGFP reactiv	RAD54 branch	DENV2 CPE	CASP6 VEID inh	F508del corr	INS-1E GSIS act
- CC(C)(C)c1ccc(-n2ncc3c2CCCC3NC(=O)CCCn2cncn2)cc1 (stereo not drawn)
 : 1.9	-6	0.0	0	-4	-1	1.2	-18
- Cc1ccc(OCc2cc(C(=O)NC(C)Cc3cnccn3)no2)cc1C (stereo not drawn)
 : -0.2	-16	0.0	3	0	1	2.0	-5
- C[C@H](CO)N1C[C@H](C)[C@H](CN(C)C(=O)Cc2ccncc2)Oc2cc(C#Cc3ccccc3F)ccc2S1(=O)=O
 : 1.1	x	-0.8	x	x	x	3.3	-12
- CCCc1nc(SCc2ccc(OCC)cc2)n[nH]1
 : 1.2	-8	0.6	-15	-1	3	0.1	-12
- COc1ccccc1OCCNC(=O)C(=O)c1c[nH]c2ccccc12
 : 0.3	-11	0.1	-15	-5	2	-0.2	12
- CCOc1ccc(C(=O)N[C@H](C(=O)Nc2ccc(OC)c(S(=O)(=O)N3CCOCC3)c2)C(C)C)cc1
 : x	-13	0.0	x	x	-4	0.9	-32
- CC1CCCCC1NC(=O)COC(=O)c1ccc2c(c1)OCCO2 (stereo not drawn)
 : -0.2	-4	0.2	-3	2	0	1.1	-13
- Cc1ccc(S(=O)(=O)NCC[C@@H]2CC[C@H](NC(=O)c3cccnc3)[C@H](CO)O2)cc1
 : 0.1	-6	0.1	0	3	2	-2.9	-7
- CCOC(=O)C1CCCN(C(=O)Cn2ncc3c([nH]c4ccccc43)c2=O)C1 (stereo not drawn)
 : x	-9	0.3	7	-2	2	-0.6	6
- Cc1cc(C)cc(N2CC(C(=O)Nc3cc(C)on3)CC2=O)c1 (stereo not drawn)
 : 0.1	-2	0.4	-3	-6	1	1.6	10
- O=C(CCN1C(=O)C2C3C=CC(C3)C2C1=O)N1CCCCC1 (stereo not drawn)
 : x	-2	0.0	x	0	9	-0.2	-5
- O=C(O)CCCC(=O)OCc1c(-c2ccccc2)ncc2ccccc12
 : -0.2	-12	0.0	-8	-17	-2	-1.8	31
- O=C(CSc1nn(-c2ccccc2)c(=S)s1)Nc1ncccn1
 : 0.6	-23	0.3	x	1	-5	0.3	-2
- Cc1ccc([C@@H]2[C@@H]3C(=O)N(C)C(=O)[C@@H]3[C@]3(C)C(=O)N(CCO)CC(=O)N23)o1
 : 0.0	-17	0.5	-5	-13	4	-2.6	x
- COc1ccc(/C=C/c2nnc(NC(=O)CSc3ccc(C)cc3)s2)cc1
 : 0.2	-26	0.4	0	2	-3	1.0	15
- CC(CCc1ccccc1)NC(=O)c1ccc2nc(N3CCOCC3)sc2c1 (stereo not drawn)
 : 0.2	-17	0.2	3	8	-2	4.4	1
- C[C@H]1CN([C@@H](C)CO)C(=O)c2cc(NC(=O)NC3CCCCC3)ccc2O[C@H]1CN(C)Cc1ccc(C(=O)O)cc1
 : -2.2	-17	-1.4	-1	-1	0	-1.2	5
- CC(=O)Nc1ccc(S(=O)(=O)N(C)CC(=O)OCC(=O)c2ccc[nH]2)cc1
 : 7.2	-6	0.0	x	6	0	-2.5	x
- C[C@@H]1CN([C@@H](C)CO)C(=O)c2cc(-c3cccnc3)cnc2O[C@H]1CN(C)C(=O)c1cccc(F)c1
 : -0.1&0.1	3&7&1	0.1&-0.2	6&2&8	0&2&3	0&-1&1	-2.2&1.4&1.0	11&23
- COc1cc(/C=C/C(=O)c2ccc([N+](=O)[O-])o2)ccc1O
 : -0.2	-9	21*	-5	5	9	0.9	-31
- CC1(C)CC(=O)N(c2cc(Cl)cc(Cl)c2)C(=O)C1
 : 0.0	-4	-0.1	0	-4	x	0.0	2
- Cc1cccc(NC(=O)c2ccc(S(=O)(=O)N(C)C)cc2)c1
 : 0.1	-5	-0.1	6	-5	-2	4.4	-24
- COc1ccc(/C=N/S(=O)(=O)c2ccccc2)cc1OC
 : x	-10	0.0	-14	-2	1	-1.7	-18
- C[C@@H]1CN([C@H](C)CO)C(=O)CCCn2nncc2CO[C@@H]1CN(C)S(=O)(=O)c1ccc(-c2ccccc2)cc1
 : -0.1	-2	0.0	-6	-2	4	-0.1	-22
- CO[C@@H]1CN(C)C(=O)c2cc(NS(C)(=O)=O)ccc2OC[C@H](C)N(CC2CCCCC2)C[C@@H]1C
 : 0.3	14	0.2	9	u	x	-0.3	-10
- N#C/C(=C\c1ccc(O)c([N+](=O)[O-])c1)c1nc2ccccc2s1
 : 1.8	-31	-0.1	4	x	15	3.8	-19
- COc1ccc(C(=O)Nc2c(-c3ccccc3)nc3ccccn23)c(OC)c1
 : -0.1	-18	0.0	-9	-2	5	0.4	71
- O=[N+]([O-])c1ccccc1/C=C/CN1CCCCC1CO (stereo not drawn)
 : -0.1	5	0.0	-10	15	-2	3.0	0
- CCn1cc(C(=O)N[C@@H](CCSC)C(=O)NCCOC)c(=O)c2cc3c(cc21)OCO3
 : 0.3	-9	0.3	-2	0	1	-0.6	7
- COC(=O)c1ccccc1NC(=O)C1(S(=O)(=O)c2ccc(Cl)cc2)CC1
 : -0.1	-16	0.2	-1	1	-2	-0.7	0

3 entries already listed, sorted by heavy-atom count, highest first:
Screens in order: E-selectin induc	RAD52 inh	XiGFP reactiv	RAD54 branch	DENV2 CPE	CASP6 VEID inh	F508del corr	INS-1E GSIS act
- Cc1ccc(OCc2cc(C(=O)NC(C)Cc3cnccn3)no2)cc1C (stereo not drawn)
 : -0.2	-16	0.0	3	0	1	2.0	-5
- N#C/C(=C\c1ccc(O)c([N+](=O)[O-])c1)c1nc2ccccc2s1
 : 1.8	-31	-0.1	4	x	15	3.8	-19
- Cc1cccc(NC(=O)c2ccc(S(=O)(=O)N(C)C)cc2)c1
 : 0.1	-5	-0.1	6	-5	-2	4.4	-24

The main list resumes, starting five compounds before the break.
Screens in order: E-selectin induc	RAD52 inh	XiGFP reactiv	RAD54 branch	DENV2 CPE	CASP6 VEID inh	F508del corr	INS-1E GSIS act
- N#C/C(=C\c1ccc(O)c([N+](=O)[O-])c1)c1nc2ccccc2s1
 : 1.8	-31	-0.1	4	x	15	3.8	-19
- COc1ccc(C(=O)Nc2c(-c3ccccc3)nc3ccccn23)c(OC)c1
 : -0.1	-18	0.0	-9	-2	5	0.4	71
- O=[N+]([O-])c1ccccc1/C=C/CN1CCCCC1CO (stereo not drawn)
 : -0.1	5	0.0	-10	15	-2	3.0	0
- CCn1cc(C(=O)N[C@@H](CCSC)C(=O)NCCOC)c(=O)c2cc3c(cc21)OCO3
 : 0.3	-9	0.3	-2	0	1	-0.6	7
- COC(=O)c1ccccc1NC(=O)C1(S(=O)(=O)c2ccc(Cl)cc2)CC1
 : -0.1	-16	0.2	-1	1	-2	-0.7	0
- O=C(Cc1c(F)cccc1Cl)NNC(=O)c1ccccc1Cl
 : 0.0	-1	0.1	-4	u	1	-0.1	20
- Cc1ccc(S(=O)(=O)c2cc(Nc3ccccc3)ccc2O)cc1
 : 0.1	-14	-0.2	2	u	15	-2.3	3
- COCC(=O)N1C[C@@H]2[C@H](c3ccccc31)[C@H](CO)N2Cc1ccccc1Cl
 : -0.6	-13	0.0	-2	-20	-1	2.7	2
- C=CC[C@H](CC(=O)NCCO)C(=O)N[C@H](C)COC(=O)[C@@H](CC=C)Cc1ccc(F)cc1
 : 0.1	-4	0.3	3	-12	-2	-1.6	7
- CC(C)CN(C(=O)CN(C)C(=O)c1ccco1)c1c(N)n(CC(C)C)c(=O)[nH]c1=O
 : -0.6	2	0.0	x	-1	-2	2.5	12
- CSc1nc2nc3c(cc2c(=O)n1-c1ccccc1C)COC(C)(C)C3
 : -0.8	-20	0.0	4	11	0	0.6	1
- O=C(N[C@H]1CC[C@@H](CC(=O)N2CCOCC2)O[C@H]1CO)c1ccc2c(c1)OCO2
 : 0.3	-4	-0.3	5	2	-2	0.7	-1
- COc1cc(C(=O)Nc2ccc3nc4n(c(=O)c3c2)CCCC4)ccc1Br
 : x	-13	0.0	-4	-4	-1	-2.3	24
- CC(=O)N1CC(C)Sc2ccc(S(=O)(=O)NCCc3ccccc3)cc21 (stereo not drawn)
 : x	-27	0.0	2	-2	2	2.0	-10
- COc1ccc(NC(=O)N(C)C[C@@H]2Oc3ccc(NC(=O)Nc4ccccc4)cc3C(=O)N([C@@H](C)CO)C[C@@H]2C)cc1
 : 0.2	8	-1.2	11	19	1	0.4	-4
- COc1ccccc1C(=O)NNC(=O)C12CC3CC(CC(C3)C1)C2
 : x	-5	0.0	3	7	4	5.8	8
- CC(C)C(NS(=O)(=O)c1cccs1)C(=O)N1CCC(C(N)=O)CC1 (stereo not drawn)
 : -2.4	6	0.1	x	-6	6	0.3	2
- COc1cccc(NC(=O)N[C@@H]2CC[C@@H](CC(=O)N3CCCCC3)O[C@@H]2CO)c1
 : -0.3	-1	-0.3	-2	1	-2	3.6	7
- CO[C@H]1CC[C@@H]2CCOc3c(C#N)cccc3C(=O)N(C)C[C@@H](OC)[C@H](C)C(=O)N(C)C[C@@H]1O2
 : 0.0	-17	0.1	3	-1	7	x	2
- O=C(Nc1ccc(O)c2c(=O)cc(-c3ccccc3Cl)oc12)c1ccc(Cl)c(Cl)c1
 : 0.0	-10	-0.1	-1	-9	2	1.0	-7
- CCOC(=O)/C(C#N)=C/Nc1cc(C(=O)OCC)cc2c(OC)c(OC)ccc12
 : -0.3	-3	0.0	4	-4	2	0.2	6
- Cc1ccc(CSC2=NCCN2C(=O)C(C)Oc2ccccc2)cc1 (stereo not drawn)
 : x	-12	0.0	x	-4	6	1.5	7
- COc1ccc(OC)c(-c2csc(N(CC3CCCO3)C(=O)Cc3ccccc3)n2)c1 (stereo not drawn)
 : x	-7	0.0	x	-12	0	2.0	-10
- CCCC#Cc1cnc2c(c1)C(=O)N([C@H](C)CO)C[C@H](C)[C@@H](CN(C)C(=O)c1cccnc1)O2
 : -0.1	-43	-0.9	-8	1	1	-0.6	2
- C[C@]12c3[nH]c4ccccc4c3CCN1C(=O)C(CC(=O)NCCc1ccccn1)C[C@@H]2C(=O)N1CCCCC1 (stereo partly drawn)
 : 4.3	-3	-0.1	-6	7	-12	6.2	-2
- COc1ccc(-c2ccc3c(c2)S(=O)(=O)c2cccc(C(=O)O)c2C3=O)cc1OC
 : 1.7	-38	0.0	-9	u	x	-4.2	-5
- CN(c1ccc(C(=O)Nc2cccnc2)cc1)S(=O)(=O)c1ccccc1
 : 0.6	-16	0.0	-1	0	x	1.8	-6
- Cc1sc2ncnc(N(C)C3CCCCC3)c2c1C
 : x	-5	x	-21	2	-2	1.7	6
- CCN(CC)CCC(c1ccc(N(C)C)cc1)c1c(O)cc(OC)cc1OC (stereo not drawn)
 : 0.6	x	0.1	-7	x	x	0.5	5
